Screens (PubChem)
STK33 inh: STK33 kinase inhibitors, primary screen, biochemical, luminescence, ADP-Glo, MBP substrate; Serine/threonine-protein kinase 33 (Homo sapiens), Q9BYT3; inhibition, % at 12.5 µM; 27,000 compounds, 0.44% hits; in the data active means inhibition above about 20%; inconclusive means no clear call, values can overlap the other calls
Target sequence (Q9BYT3 whole entry, looked up): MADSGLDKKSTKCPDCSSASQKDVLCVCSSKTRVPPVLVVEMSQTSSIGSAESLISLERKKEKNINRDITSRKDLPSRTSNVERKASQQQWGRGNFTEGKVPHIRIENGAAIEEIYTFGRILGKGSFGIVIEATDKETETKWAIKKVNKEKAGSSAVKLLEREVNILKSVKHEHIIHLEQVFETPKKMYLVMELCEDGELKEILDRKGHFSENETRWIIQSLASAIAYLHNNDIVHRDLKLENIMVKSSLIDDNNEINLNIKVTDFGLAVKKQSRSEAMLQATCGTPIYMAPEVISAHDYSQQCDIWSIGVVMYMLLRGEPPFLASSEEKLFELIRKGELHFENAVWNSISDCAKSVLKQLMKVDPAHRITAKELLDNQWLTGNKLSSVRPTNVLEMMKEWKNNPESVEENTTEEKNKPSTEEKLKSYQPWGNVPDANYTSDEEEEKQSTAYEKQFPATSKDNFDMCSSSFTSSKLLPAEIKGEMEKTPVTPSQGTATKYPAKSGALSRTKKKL
mut p53 react: mutant p53 pathway re-activators, primary screen, cell-based, SW480, luciferase, single point, HTS | AID 624151, 2012 | activation, % at 9.98 µM | 28,000 compounds, 1.5% hits | SW480 PUMA-promoter luciferase, p53 mutant reactivation; in the data active means activation above about 52%; inconclusive means no clear call, values can overlap the other calls
An asterisk follows results filed as active; ? = inconclusive; / = no result given.

SMILES | STK33 inh | mut p53 react
C[C@@H]1CN([C@@H](C)CO)C(=O)CCCn2cc(nn2)CO[C@H]1CN(C)S(=O)(=O)c1ccc(C#N)cc1 | -1 | /
COc1ccccc1C#Cc1ccc2c(c1)O[C@H](CN(C)Cc1ccncc1)[C@H](C)CN([C@H](C)CO)S2(=O)=O | / | -39
CC(C)[C@H](CO)Nc1nc(Nc2ccc(C(=O)O)c(Cl)c2)c2ncn(C(C)C)c2n1 | / | -5
C[C@H](CO)N1C[C@H](C)[C@H](CN(C)Cc2ccncc2)Oc2ccc(NS(=O)(=O)c3ccccc3)cc2C1=O | -2 | /
COc1ccccc1N1CCN(CCCCN2C(=O)c3ccccc3C2=O)CC1 | -8 | 8
C[C@@H]1CN([C@H](C)CO)C(=O)Cc2cc(NC(=O)Nc3ccc(F)cc3)ccc2O[C@H]1CN(C)Cc1ccc(Cl)c(Cl)c1 | 5 | /
COc1ccc(Cl)cc1NC(=O)CN(c1cc([N+](=O)[O-])ccc1C)S(C)(=O)=O | -1 | 2
CCC(=O)OCC(=O)C1(OC(=O)CC)[C@H](C)C[C@H]2[C@H]3[C@H]([C@@H](O)C[C@@]21C)[C@@]1(C)C=CC(=O)C=C1C[C@H]3Cl (some centres not stated) | 3 | -2
CC(C)NC(=O)Nc1ccc2c(c1)C(=O)N([C@H](C)CO)C[C@H](C)[C@@H](CN(C)Cc1ccncc1)OCCCC[C@H](C)O2 | / | 12
C[C@H]1CN([C@@H](C)CO)C(=O)Cc2cc(NC(=O)Nc3ccc(F)cc3)ccc2O[C@H]1CN(C)CC1CCCCC1 | 0 | /
O=C(O)[C@H]1O[C@@H](Oc2c(-c3ccc(O)cc3)oc3cc(O)cc(O)c3c2=O)[C@H](O)[C@@H](O)[C@@H]1O | / | -5
C[C@@H]1CN([C@@H](C)CO)C(=O)c2cccc(NS(=O)(=O)c3cn(C)cn3)c2O[C@H]1CN(C)S(=O)(=O)c1ccc(Cl)cc1 | / | -4
C[C@@H]1CN([C@@H](C)CO)C(=O)c2c(c3ccccc3n2C)-c2ccccc2CO[C@@H]1CN(C)C(=O)c1ccncc1 | / | 10
CC(C)NC(=O)Nc1ccc2c(c1)C(=O)N([C@@H](C)CO)C[C@H](C)[C@H](CN(C)Cc1ccc(C(=O)O)cc1)OCCCC[C@@H](C)O2 | / | 8
CCc1cccc(C)c1NC(=O)CSc1nnc(-c2ccccc2)o1 | -3 | -7
C[C@@H]1CN([C@@H](C)CO)C(=O)c2cc(C#Cc3ccccc3)cnc2O[C@H]1CN(C)C(=O)CCN1CCCCC1 | / | -3
C[C@@H]1CN([C@H](C)CO)C(=O)Cc2cc(NC(=O)Cn3cnnn3)ccc2O[C@@H]1CN(C)Cc1ccc2c(c1)OCO2 | 1 | /
C[C@H]1CN([C@@H](C)CO)C(=O)CCCn2nncc2CO[C@@H]1CN(C)S(=O)(=O)c1cccc(C#N)c1 | 4 | /
COc1ccc(-c2nc(SCC(=O)Nc3cccc(Br)c3)n[nH]2)cc1 | 12 | -9
COc1ccc(S(=O)(=O)N(C)C[C@@H]2Oc3c(NC(=O)C4CCOCC4)cccc3C(=O)N([C@H](C)CO)C[C@@H]2C)cc1 | / | 5
CSc1nc(C=Nc2cccc(Cl)c2)c(O)n1Cc1cccc(Cl)c1 | -2 | /
NC(=O)C1CC(=O)N(c2ccc(OCC(=O)Nc3ccccc3F)cc2)C1 (configuration not stated) | -4 | ?
C[C@@H]1CN([C@@H](C)CO)C(=O)c2cc(NC(=O)Cc3ccccc3)ccc2O[C@@H]1CN(C)C(=O)Nc1ccc(C(F)(F)F)cc1 | 1 | /
COc1ccc(CCNc2oc(-c3ccc(C)cc3)nc2C#N)cc1OC | -4 | /
C=C(CO)C(=O)O[C@H]1C[C@@]23O[C@@H]2CC/C(=C/[C@H]2OC(=O)C(=C)[C@H]12)CO[C@@H]3O | -1 | 10

Ordered by formula weight (ascending): part of the list above
SMILES | STK33 inh | mut p53 react
COc1ccc(CCNc2oc(-c3ccc(C)cc3)nc2C#N)cc1OC | -4 | /
C=C(CO)C(=O)O[C@H]1C[C@@]23O[C@@H]2CC/C(=C/[C@H]2OC(=O)C(=C)[C@H]12)CO[C@@H]3O | -1 | 10
COc1ccccc1N1CCN(CCCCN2C(=O)c3ccccc3C2=O)CC1 | -8 | 8
COc1ccc(-c2nc(SCC(=O)Nc3cccc(Br)c3)n[nH]2)cc1 | 12 | -9
CC(C)[C@H](CO)Nc1nc(Nc2ccc(C(=O)O)c(Cl)c2)c2ncn(C(C)C)c2n1 | / | -5
C[C@H]1CN([C@@H](C)CO)C(=O)CCCn2nncc2CO[C@@H]1CN(C)S(=O)(=O)c1cccc(C#N)c1 | 4 | /
C[C@@H]1CN([C@@H](C)CO)C(=O)c2c(c3ccccc3n2C)-c2ccccc2CO[C@@H]1CN(C)C(=O)c1ccncc1 | / | 10
C[C@H]1CN([C@@H](C)CO)C(=O)Cc2cc(NC(=O)Nc3ccc(F)cc3)ccc2O[C@H]1CN(C)CC1CCCCC1 | 0 | /
C[C@@H]1CN([C@@H](C)CO)C(=O)c2cc(NC(=O)Cc3ccccc3)ccc2O[C@@H]1CN(C)C(=O)Nc1ccc(C(F)(F)F)cc1 | 1 | /
C[C@@H]1CN([C@H](C)CO)C(=O)Cc2cc(NC(=O)Nc3ccc(F)cc3)ccc2O[C@H]1CN(C)Cc1ccc(Cl)c(Cl)c1 | 5 | /
C[C@@H]1CN([C@@H](C)CO)C(=O)c2cccc(NS(=O)(=O)c3cn(C)cn3)c2O[C@H]1CN(C)S(=O)(=O)c1ccc(Cl)cc1 | / | -4

Additional records.
SMILES | STK33 inh | mut p53 react
CS(=O)(=O)CCC(C(=O)N1CCOCC1)N1C(=O)c2cc(Cl)c(Cl)cc2C1=O (configuration not stated) | 7 | -10
C[C@@H]1CN([C@H](C)CO)C(=O)c2cccc(NS(C)(=O)=O)c2O[C@H]1CN(C)C(=O)Nc1cccc2ccccc12 | / | -4
C[C@H]1CN([C@@H](C)CO)C(=O)c2cc(NC(=O)CCC(F)(F)F)ccc2O[C@@H]1CN(C)Cc1ccc(Oc2ccccc2)cc1 | 0 | 3
CCN(CC)CCNC(=O)COc1ccc(OC)cc1 | 0 | 7
CC(C(=O)Nc1cccc2ccccc12)N(c1ccc(Cl)cc1)S(C)(=O)=O (configuration not stated) | 4 | 1
Cc1noc(C)c1NC(=O)N(C)C[C@@H]1Oc2ccc(NC(=O)C3CC3)cc2CC(=O)N([C@H](C)CO)C[C@H]1C | 1 | 1
Cc1noc(C)c1S(=O)(=O)Nc1ccc2c(c1)C(=O)N([C@@H](C)CO)C[C@H](C)[C@@H](CN(C)C(=O)Nc1ccc3c(c1)OCO3)O2 | 2 | 4
CNC[C@@H]1OCCCC[C@H](C)Oc2ccc(NC(=O)c3ccncc3)cc2C(=O)N([C@H](C)CO)C[C@H]1C | / | 1
O=C(CN1C(=O)c2ccccc2C1=O)Oc1c(-c2ccccc2)oc2ccccc2c1=O | 14 | 30
COC(=O)c1cc(NC(=O)COc2ccc(Cl)cc2C)cc(C(=O)OC)c1 | 1 | -3
COc1ccc(NC(=O)N(C)C[C@H]2OCc3cnnn3CCCC(=O)N([C@@H](C)CO)C[C@@H]2C)cc1 | -1 | /
Cc1ccc(-n2ncc(C(=O)NCCN3CCOCC3)c2NC(=O)c2ccco2)cc1C | 8 | -7
Cc1noc(C)c1S(=O)(=O)N(C)C[C@@H]1Oc2ccc(NC(=O)Nc3cccc4ccccc34)cc2CC(=O)N([C@@H](C)CO)C[C@@H]1C | 0 | /
COc1cc(NC(=O)C2CCCO2)c(C(=O)O)cc1OC (configuration not stated) | -1 | -12
CN(C)c1ccc(/C=C2\C(=O)Nc3ccccc32)c2ccccc12 | 3 | -20
Cc1noc(C)c1S(=O)(=O)Nc1ccc2c(c1)CC(=O)N([C@H](C)CO)C[C@H](C)[C@H](CN(C)S(=O)(=O)c1ccc(F)cc1)O2 | 2 | /
COc1ccc(-n2c(SCc3nc4ccccc4s3)nnc2-c2cccnc2)cc1 | 3 | -7
CCn1c(SCC(=O)Nc2ccc(Br)c(Cl)c2)nnc1-c1ccccc1 | 3 | 5
COc1ccc(NC(=O)N(C)C[C@H]2Oc3ccc(NC(=O)Nc4cccc5ccccc45)cc3CC(=O)N([C@@H](C)CO)C[C@H]2C)cc1 | 1 | /
COc1ccc(S(=O)(=O)N(C)C[C@@H]2Oc3ccc(NC(=O)Nc4ccc(C(F)(F)F)cc4)cc3CC(=O)N([C@H](C)CO)C[C@H]2C)cc1 | 7 | -10
CC(C)c1ccc2c(c1)CCC1[C@](C)(CN)CCC[C@]21C (some centres not stated) | -1 | /
COc1ccc(CN(C)C[C@@H]2Oc3ccc(NC(=O)CCN4CCOCC4)cc3C(=O)N([C@@H](C)CO)C[C@@H]2C)cc1 | 1 | -1
CCn1c(SCC(=O)Nc2ccc3c(c2)OCCO3)nnc1-c1ccncc1 | 1 | -4
COc1ccccc1CN(C)C[C@H]1OCc2cn(nn2)CCCC(=O)N([C@H](C)CO)C[C@@H]1C | 1 | 9
C[C@@H]1CN([C@@H](C)CO)S(=O)(=O)c2ccc(C#Cc3ccccc3)cc2O[C@H]1CN(C)S(=O)(=O)c1ccccc1F | / | -8

(cont.)
SMILES | STK33 inh | mut p53 react
Cc1cc(-c2nnc(SCC(=O)c3ccccc3Cl)n2C)no1 | -2 | /
COc1cc2c(cc1OC)CN(C(=O)[C@@H]1[C@H]3C(=O)O[C@H](c4ccccc4)[C@H](c4ccccc4)N3[C@H](c3ccc(O)cc3)[C@@]13C(=O)Nc1ccc(C#CC4(O)CCCCCC4)cc13)CC2 | 1 | /
C[C@H]1CN([C@@H](C)CO)C(=O)c2cc(NC(=O)CCN3CCOCC3)ccc2O[C@@H]1CN(C)Cc1ccc(C(F)(F)F)cc1 | 0 | /
N#Cc1cc[n+](CC(=O)c2ccc(NC(=O)c3ccccc3)cc2)cc1 | 12 | /
C[C@@H]1CN([C@@H](C)CO)C(=O)Cc2cc(NC(=O)Nc3ccc(C(F)(F)F)cc3)ccc2O[C@@H]1CN(C)S(=O)(=O)c1cccs1 | 1 | /
O=C1C(Cc2ccc(-c3nn[nH]n3)cc2)=C(c2ccccc2)S(=O)(=O)c2ccccc21 | -3 | /
O=C(COc1ccc(Cl)cc1)Nc1ccc(O)cc1C(=O)O | 0 | -4
C[C@@H]1CCCCO[C@H](CN(C)C(=O)NC2CCCCC2)[C@@H](C)CN([C@H](C)CO)C(=O)c2cc(N(C)C)ccc2O1 | 8 | /
Brc1ccc(-c2cnc3ccccc3n2)s1 | / | 74*
O=C(O)CSc1cn(Cc2ccccc2)c2ccccc12 | 0 | -9
C[C@@H]1CCCCO[C@@H](CN(C)C(=O)Cc2ccccc2)[C@@H](C)CN([C@H](C)CO)C(=O)c2cc(NS(=O)(=O)c3cn(C)cn3)ccc2O1 | -1 | /
O=C(CCc1nc(-c2ccccc2Cl)no1)Nc1ccc(Cl)c(Cl)c1 | 1 | 21
COc1cc(S(=O)(=O)Nc2ccncc2)c(OC)cc1Cl | 2 | 10
CC1CN(c2nc3ccccc3nc2SCC(=O)NCc2ccccc2Cl)CC(C)O1 (configuration not stated) | / | -8
COc1ccc(OC)c(S(=O)(=O)N2CCC(C(=O)Nc3cccc(C(F)(F)F)c3)CC2)c1 | 3 | -10
C[C@@H]1CN([C@H](C)CO)C(=O)Cc2cc(NC(=O)Nc3ccc(C(F)(F)F)cc3)ccc2O[C@H]1CN(C)S(=O)(=O)c1ccccc1 | 8 | /
C[C@H]1CN([C@@H](C)CO)C(=O)Cc2cc(NC(=O)Nc3ccc(F)cc3)ccc2O[C@@H]1CN(C)S(=O)(=O)c1cccs1 | 0 | /
CNC[C@H]1Oc2ncc(C#CC3CCCCC3)cc2C(=O)N([C@H](C)CO)C[C@H]1C | / | -6
C[C@@H]1CN([C@@H](C)CO)C(=O)c2cc(NC(=O)CCN3CCOCC3)ccc2O[C@@H]1CN(C)C(=O)Nc1ccc2c(c1)OCO2 | 0 | /
C[C@@H]1CN([C@H](C)CO)C(=O)Cc2cc(NC(=O)Cn3cnnn3)ccc2O[C@@H]1CN(C)C(=O)Nc1ccc2c(c1)OCO2 | -6 | /
CCc1cc(C(C)=O)c(O)cc1OCCCCCC(C)(C)c1nn[nH]n1 | / | -2
C[C@@H]1CN([C@@H](C)CO)C(=O)Cc2cc(NC(=O)C3CC3)ccc2O[C@@H]1CN(C)Cc1ccccc1 | 0 | /
CC(C)NC(=O)N(C)C[C@H]1Oc2ccc(NS(=O)(=O)c3cn(C)cn3)cc2C(=O)N([C@@H](C)CO)C[C@H]1C | 1 | /
Cc1ccc(NC(=O)CN(C)S(=O)(=O)c2ccc(C)cc2)cc1 | -3 | 5
COc1ccc(-c2nnnn2C)cc1S(=O)(=O)NCc1ccccc1 | -5 | -2

Carrying on:
SMILES | STK33 inh | mut p53 react
C[C@H](CO)N1C[C@H](C)[C@@H](CN(C)C(=O)NC2CCCCC2)Oc2ccc(NC(=O)c3ccncc3)cc2C1=O | / | 0
COc1ccc2oc(-c3ccccc3)cc(=O)c2c1 | -1 | /
C[C@@H]1CN([C@@H](C)CO)C(=O)c2cccc(NS(=O)(=O)c3cn(C)cn3)c2O[C@@H]1CN(C)S(=O)(=O)c1ccc(F)cc1 | / | 3
COc1ccc(CN(C)C[C@H]2Oc3c(NC(=O)NC4CCCCC4)cccc3C(=O)N([C@H](C)CO)C[C@H]2C)cc1 | / | 3
C[C@@H]1CCCCO[C@H](CN(C)S(=O)(=O)c2ccccc2)[C@@H](C)CN([C@H](C)CO)C(=O)c2cc(NS(=O)(=O)c3ccc(F)cc3)ccc2O1 | 2 | 5
C[C@@H]1CN([C@@H](C)CO)C(=O)c2cc(C#CC3CCCCC3)cnc2O[C@H]1CN(C)S(=O)(=O)c1ccccc1 | / | -3
C[C@@H]1CN([C@@H](C)CO)C(=O)c2c(c3ccccc3n2C)-c2ccccc2CO[C@@H]1CN(C)S(=O)(=O)c1ccsc1 | / | -7
C[C@H]1CN([C@@H](C)CO)C(=O)c2cc(NC(=O)Nc3ccc(C(F)(F)F)cc3)ccc2O[C@@H]1CN(C)CC1CCCCC1 | / | 12
O=C(COc1ccccc1[N+](=O)[O-])Nc1ccc(-c2nc3cc(Cl)ccc3o2)cc1 | 1 | 39

These rows are one share of the data; rates above refer to the full screens.
